PolyA inh = polyadenylation inhibitors in yeast reporter cells, primary screen, luminescence, S. cerevisiae; S. cerevisiae SKY197-pL101 polyadenylation reporter, beta-gal luminescence; efflux-impaired pdr1/pdr3 knockout yeast; score 100 = 6 SD above DMSO; AID 1875, 2009; calls only at 12 µM; actives 0.02% (n = 300,000);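 active = lowest replicate activity score at least 50, where 100 means six control SD above control mean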;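 also: yeast exposed to compound for 9 h at 30 °C; higher score means more reporter readthrough which indicates perturbed polyadenylation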
HDAC3 inh = HDAC3 deacetylase inhibitors, primary screen, biochemical, fluorescence, cell-free homogeneous; Histone deacetylase 3 (Homo sapiens), O15379; recombinant HDAC3, fluorogenic peptide/trypsin coupled; inhibition, % at 8.3 µM; actives 0.15% (n = 320,000); in the data active = inhibition above about 26%, passing the limit was not always enough
KCNQ1 pot = potentiators or activators of KCNQ1 channel, primary screen, cell-based, thallium flux, high-throughput. Potassium voltage-gated channel subfamily KQT member 1 (Homo sapiens), P51787. CHO-K1 KCNQ1, thallium flux FluxOR fluorescence; stronger effect = higher value. B-score at 10 µM. actives 0.35% (n = 310,000). AID 2648, 2010;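 active = fluorescence ratio B-score, a plate-corrected score, at least three library SD, with initial intensity B-score within 5 SD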
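Medium – assay buffer, equal DMSO in all wells · Material – CHO-K1 cell line with stable KCNQ1 potassium channel expression · Signal – kinetic FluxOR thallium fluorescence, 10-s 1-Hz baseline, 110-s post-stimulus read · Compound – single concentration per compound, DMSO matched to controls · Schedule – 37 °C overnight plating, 90-min dark dye load, 20-min compound pretreatment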
GSK3A inh = blockers of GSK3A enzyme activity – biochemical, luminescence, cell-free homogeneous, HTS, primary screen; GSK-3 alpha kinase, ADP-Glo luminescence, 60 min; inhibition, % at 10 µM; actives 0.1% (n = 320,000); AID 2650, 2010;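 in the data active = inhibition above about 50%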;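 also: GST-tagged GSK-3 alpha with peptide substrate and 25 µM ATP; 0% = DMSO neutral wells and 100% = GW8510 positive control wells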
Target sequence (P49840 whole entry, looked up): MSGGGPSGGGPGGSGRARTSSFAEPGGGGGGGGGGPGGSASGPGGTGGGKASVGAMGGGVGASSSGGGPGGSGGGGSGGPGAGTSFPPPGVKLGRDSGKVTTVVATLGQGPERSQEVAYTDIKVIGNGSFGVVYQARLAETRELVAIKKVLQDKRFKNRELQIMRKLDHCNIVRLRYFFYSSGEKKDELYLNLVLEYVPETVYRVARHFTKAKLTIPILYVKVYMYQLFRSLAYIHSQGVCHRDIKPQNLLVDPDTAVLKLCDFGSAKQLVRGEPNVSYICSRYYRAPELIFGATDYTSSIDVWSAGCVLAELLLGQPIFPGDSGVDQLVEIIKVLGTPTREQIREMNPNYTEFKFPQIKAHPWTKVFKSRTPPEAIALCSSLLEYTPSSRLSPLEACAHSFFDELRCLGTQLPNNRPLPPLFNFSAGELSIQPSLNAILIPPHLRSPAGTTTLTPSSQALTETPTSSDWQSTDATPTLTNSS
KCNQ1 inh = inhibitors of human KCNQ1 channel, primary screen, cell-based, thallium flux, high-throughput. AID 2642, 2010. CHO-K1 KCNQ1, FluxOR thallium flux fluorescence; stronger effect = higher value. Potassium voltage-gated channel subfamily KQT member 1 (Homo sapiens), P51787. B-score at 10 µM. actives 1.3% (n = 310,000);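 active = compounds whose thallium flux B-score, printed positive for inhibition, exceeds three library SD while starting fluorescence stays within three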;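 also: channel opened by potassium depolarization with thallium stimulus after 20 min compound exposure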
hERG rescue = hERG rescue from dofetilide block, primary screen, cell-based, CHO-hERG, FluxOR thallium flux, dofetilide IC70; Voltage-gated inwardly rectifying potassium channel KCNH2 (Homo sapiens), Q12809; dofetilide IC70 present; activation (rescue from dofetilide block), less the hit threshold, % at 10 µM; actives 0.51% (n = 310,000); AID 1511, 2009;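 active = activation above the mean of controls blocked by dofetilide plus 5 SD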;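 also: thallium influx through hERG after potassium depolarization seen as dye fluorescence rise; in these data hits start at about 4.7%; inactives centre near -7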
KCNK9 inh = KCNK9 potassium channel inhibitors, primary screen, HEK293 cells, thallium flux; Potassium channel subfamily K member 9 (Homo sapiens), Q9NPC2; FluxOR thallium flux fluorescence; stronger effect = lower value; B-score at 10 µM; actives 1.2% (n = 310,000); AID 488922, 2010;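 active = ratio B-score over 3 SD below the library mean, with starting fluorescence within 5 SD of its mean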;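 also: negative B-score means less thallium flux so channel inhibition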
RGS4 act = RGS4 potentiators or activators, primary screen, cell-based, HEK293 M3R inducible RGS4, calcium flux. carbachol calcium flux Fluo4; stronger effect = lower value. B-score at 10 µM. actives 0.92% (n = 310,000). AID 463111, 2010;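 active = B-score of the integrated calcium signal more than 4 SD below the library mean, with starting fluorescence not abnormally high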;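 also: negative B-score means reduced calcium response which marks RGS4 activation or potentiation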
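test system = M3R-expressing HEK293 line, RGS4 induced by doxycycline | probe or stimulus = carbachol at ECmax as muscarinic agonist stimulus | timing = dye loading 30 min 37 °C, buffer rest 30 min RT | signal = calcium dye Fluo4 fluorescence | evaluation = B score from integrated fluorescence ratio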
GSK3B inh = human GSK3beta kinase inhibitors, primary screen, biochemical, cell-free homogeneous, HTS; AID 2097, 2009; activity score (negative = inhibition), % at 10 µM; GST-GSK3beta kinase, ADP-Glo luminescence, 60 min; stronger effect = lower value; Glycogen synthase kinase-3 beta (Homo sapiens), P49841; actives 0.038% (n = 300,000);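 active = more than half of replicate wells score below -50%, meaning over 50% inhibition versus plate controls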;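 also: 0% = median DMSO wells and -100% = median GW8510 positive control wells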
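Test system – GST-tagged human GSK3beta kinase, cell-free · Incubation – 60 min enzyme reaction, room temperature · Signal – ADP-Glo luminescence · Also added – peptide substrate and ATP at 25 µM · Controls – DMSO neutral wells and GW8510 at 20 µM as positive · Buffer or medium – Tris/MgCl2 kinase buffer · Measure – Luminescence-derived activity versus plate DMSO and GW8510 wells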
KCNK3 block = human KCNK3 channel inhibitors, primary screen, CHO cells, FluxOR thallium flux, B-score. FluxOR fluorescence; stronger effect = lower value. Potassium channel subfamily K member 3 (Homo sapiens), O14649. AID 602410, 2012. B-score at 10 µM. actives 0.84% (n = 340,000);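 active = B-score under library mean minus 4 SD, starting fluorescence ratio at most library mean plus 5 SD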;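 also: more negative B-score means stronger inhibition of thallium flux through KCNK3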
Target sequence (O14649 whole entry, looked up): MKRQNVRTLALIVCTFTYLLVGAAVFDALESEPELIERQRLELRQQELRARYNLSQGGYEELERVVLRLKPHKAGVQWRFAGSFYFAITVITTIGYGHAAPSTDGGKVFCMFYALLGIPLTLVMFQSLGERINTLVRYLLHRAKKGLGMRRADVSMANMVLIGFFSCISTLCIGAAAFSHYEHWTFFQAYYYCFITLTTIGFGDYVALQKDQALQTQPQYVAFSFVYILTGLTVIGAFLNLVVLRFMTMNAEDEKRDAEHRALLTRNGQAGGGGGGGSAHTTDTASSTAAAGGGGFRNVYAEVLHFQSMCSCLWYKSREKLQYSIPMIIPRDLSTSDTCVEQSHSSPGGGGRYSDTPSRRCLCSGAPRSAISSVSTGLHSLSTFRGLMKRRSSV
Dyrk1A ADPGlo = rat Dyrk1A kinase inhibitors, primary screen, biochemical, single point, plate reader; Dual specificity tyrosine-phosphorylation-regulated kinase 1A (Rattus norvegicus), Q63470; ADP-Glo luminescence, NFATc1 peptide; inhibition, % at 12.5 µM; actives 0.43% (n = 310,000); AID 504441, 2011; in the data active = inhibition above about 50%;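 also: plate controls were vehicle with enzyme for no effect and no enzyme for full effect; many of its hits are not listed in these tables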
The depositor's hits bear a star; i = inactive; nt = no result given. Some of the compounds tested; rates above refer to the full screens.

SMILES	PolyA inh	HDAC3 inh	KCNQ1 pot	GSK3A inh	KCNQ1 inh	hERG rescue	KCNK9 inh	RGS4 act	GSK3B inh	KCNK3 block	Dyrk1A ADPGlo
COc1ccccc1N1CCN(CC(=O)c2c(C)[nH]c3ccccc23)CC1	i	-1	i	3	i	-6	i	i	-5	i	nt
CCC(C(=O)Nc1ccsc1C(=O)OC)c1ccccc1 (stereo unspecified)	i	4	i	1	i	-8	i	i	1	i	nt
CC1(C)CC(=O)C2=C(C1)Nc1ccccc1N=C2	i	1	i	-4	i	-14	i	i	-4	nt	nt
C=CCSc1nc2sc3c(c2c(=O)[nH]1)CC(C)(CC)OC3 (stereo unspecified)	i	3	i	-3	i	-10	i	i	0	i	-2
Cc1cc(OC(C)C(=O)N2CCN(c3ccc(F)cc3)CC2)c2c(C)cc(=O)oc2c1 (stereo unspecified)	i	-7	i	-2	i	-5	i	i	-1	i	nt
CC1CCCCN1C(=O)Cn1c(=O)oc2cc(S(=O)(=O)N3CCCCC3)ccc21 (stereo unspecified)	i	0	i	-1	i	-3	i	i	2	i	0
CC1CCN(S(=O)(=O)c2ccc3c(c2)N(C)C(=O)CC(=O)N3C)CC1	i	2	i	-1	i	-6	i	i	0	i	3
COc1cc(CN2CCN(Cc3c[nH]c4ccccc34)CC2CCO)cc(OC)c1 (stereo unspecified)	i	-1	i	-2	i	0	i	i	0	i	-1
O=S(=O)(NCCN1CCOCC1)c1ccc(Cl)c(Cl)c1	i	-12	i	0	i	-4	i	i	3	i	-4
CC1(C)C(=O)OC(c2cccs2)C(C)(C)C1=O (stereo unspecified)	i	1	i	-1	i	-7	i	i	-4	i	-9
C#CCOCCOCCOCCNc1nc(N2CCN(C(=O)[C@H]([C@@H](C)O)n3cc(CCCCN)nn3)CC2)nc(N2CCN(C(=O)[C@H]([C@@H](C)CC)n3cc(CCCN=C(N)N)nn3)CC2)n1	i	4	i	2	i	-2	i	i	-1	i	9
CCn1c2ccccc2c2cc(NC(=O)CSc3nnc(-c4ccc(OC)c(OC)c4)n3N)ccc21	i	4	i	-2	i	-8	i	i	-2	i	0
CCOC(=O)CN1CC23C=CC(O2)C(C(=O)NCc2cccs2)C3C1=O (stereo unspecified)	i	3	i	-7	i	-5	i	i	2	i	-3
O=C(Cc1cccc(Cl)c1)Nc1ccc(Br)cc1	i	-1	i	1	i	-8	i	i	-4	i	7
Cc1ccc(C(=O)N(CCN2CCCCC2)CC2CCCN(C3CCCC3)C2)s1 (stereo unspecified)	i	nt	i	nt	i	-7	i	i	3	i	-3
CC1(C)CC(OC(=O)c2ccco2)CC(C)(C)N1O	i	-2	i	-1	i	-5	i	i	1	i	3
CC(=O)CCC1C2C(O)C(C(C)C)C(OC(=O)/C=C/c3ccccc3)CC12C (stereo unspecified)	i	-1	i	-1	i	-10	i	i	2	i	3
Cc1cccc(NC(=O)c2ccccc2NC(=O)Cc2ccccc2)c1C	i	2	i	-2	i	-11	i	i	2	i	1
CCOC(=O)N/N=C/c1c(F)c(F)c(F)c(F)c1F	i	1	i	1	i	-8	i	i	3	i	2
C[C@H](NC(=O)c1nc[nH]c1C(=O)NCC(=O)OCc1ccccc1)C(=O)OCc1ccccc1	i	6	i	2	i	-24	i	i	0	i	-47
COCCNC(=O)c1ccc(N2CC3CC(C2)c2cccc(=O)n2C3)c(NC(=O)c2ccc(Br)o2)c1 (stereo unspecified)	i	1	i	-1	i	-6	i	i	1	i	0
Cc1ccc(C(=O)N2CCN(C(=O)c3ccccc3)C2c2ccc(N(C)C)cc2)cc1 (stereo unspecified)	i	nt	i	0	i	-7	i	i	0	i	-1
O=C(c1cccs1)N1CCN(c2cc(Cl)ccc2Cl)CC1	i	3	i	-3	i	-10	i	i	2	i	3
CCN(CC)CCNc1cc(C)nc2c1C(=O)C(=O)C=C2N1CCCCC1	i	9	i	0	i	-13	i	i	-1	i	-4
O=C(c1ccccc1)N1CCN(CC#CC2(O)CCCCC2)CC1	i	4	i	-3	i	0	i	i	1	i	-4

(more compounds)
SMILES	PolyA inh	HDAC3 inh	KCNQ1 pot	GSK3A inh	KCNQ1 inh	hERG rescue	KCNK9 inh	RGS4 act	GSK3B inh	KCNK3 block	Dyrk1A ADPGlo
S=c1[nH]c(-c2ccccc2)cn1/N=C/c1cccc2ccccc12	i	-1	14*	0	i	69*	i	i	3	i	3
O=C(C1CCN(S(=O)(=O)c2cccs2)CC1)N1CCCCC1	i	0	i	1	i	-5	i	i	1	i	2
O=C(CSc1nc2ccccc2[nH]1)N1c2ccccc2Sc2ccccc21	i	nt	i	nt	i	-3	i	i	-2	i	4
COC(=O)c1c(NC(=O)Cc2cccs2)sc(C(=O)NC2CCCCC2)c1C	i	2	i	-2	i	5.2*	i	i	2	i	-35
Cc1cccc(OCC(=O)Nc2ccncc2)c1	i	1	i	0	i	-4	i	i	0	i	9
O=C(/C=C/c1cccs1)N1CCOCC1	i	-1	i	3	i	4	i	i	-4	i	-5
COc1cc([N+](=O)[O-])ccc1NC(=O)CCS(=O)(=O)c1ccc2c(c1)n(C)c(=O)c(=O)n2C	i	-2	i	0	i	-5	i	i	-3	i	nt
Cc1ccnc(SCc2cc(=O)c(OC(=O)c3ccc(S(=O)(=O)N4CCCC4)cc3)co2)n1	i	3	i	-1	i	-10	i	i	-3	i	-7
CC(Cc1ccccc1)C(=O)NCc1nc2ccccc2s1 (stereo unspecified)	i	-4	i	-4	i	-8	i	i	-4	i	11
CC1CN(S(=O)(=O)c2cccc(C(=O)N(Cc3nnc(-c4ccccc4Cl)o3)C3CC3)c2)CC(C)O1 (stereo unspecified)	i	2	i	2	i	-15	i	i	-1	i	2
COc1ccc(-c2csc(-n3ncc(-c4ccccn4)c3N)n2)cc1	i	3	i	-3	i	-9	i	i	1	i	-9
CCN(CC)C(=O)c1sc(NC(=O)c2ccc3c(c2)OCO3)c(C(N)=O)c1C	i	-7	i	-2	i	-9	i	i	0	i	nt
CCN1CCN(CCNC(=O)CS(=O)(=O)Cc2nc(-c3ccc(C)cc3)oc2C)CC1	i	2	i	1	i	-8	i	i	2	i	-1
O=c1c([N+](=O)[O-])c(N2CCCCC2)c2ccccc2n1-c1ccccc1	i	10	i	-4	i	1	i	i	1	i	3
Fc1ccc(NC(=S)N2CCN(c3ncccn3)CC2)cc1	i	-4	i	1	i	-4	i	i	1	i	-1
Cc1ccccc1NC(=O)C(C)O/N=C/c1cccc([N+](=O)[O-])c1 (stereo unspecified)	i	5	i	-5	i	-4	i	i	-1	i	-3
CCOC(=O)C1C(=O)NC(N2CCCCC2)=NC1C(C)C (stereo unspecified)	i	-1	i	0	i	-7	i	i	1	i	5
Cc1ccccc1OCC(O)CNC1CCCC1 (stereo unspecified)	i	-3	i	-1	i	-4	i	i	3	i	nt
Cc1cccc(C)c1NC(=O)COC(=O)C1CC(=O)N(Cc2ccccc2)C1 (stereo unspecified)	i	-4	i	1	i	0	i	i	3	i	nt
COc1cc(/C=C(\C#N)c2nc3ccccc3[nH]2)ccc1O	i	9	i	20	9*	-8	i	-8.5*	-15	-8.9*	45
CN1CC(=O)N(CC(=O)N2CCC(Cc3ccccc3)CC2)C1=O	i	0	i	-3	i	-12	i	i	1	i	0
O=C(CCSc1ccccc1)NNC(=O)c1ccccc1F	i	4	i	-2	i	-5	i	i	nt	i	-6
COc1ccc(-c2nn(-c3ccccc3)cc2CO)cc1	i	8	i	-1	i	-3	i	i	-1	i	62*
Cc1cccc(-c2nc(C)cc(=O)[nH]2)c1	i	-2	i	-1	i	2	i	i	-6	i	-3
COc1ccc(CCNC(=O)c2cc(=O)c3cc(C)ccc3o2)cc1OC	nt	-1	i	0	i	-5	i	i	0	i	-2
CC(C)(C)C1COc2ccccc2N1C(=O)c1ccccc1Cl (stereo unspecified)	i	3	i	-1	i	-11	i	i	-1	i	-1
O=C(CSc1nncn1-c1ccccc1)Nc1cccc(S(=O)(=O)N2CCCCC2)c1	i	0	i	-1	i	-11	i	i	1	nt	nt
CSc1ccccc1NC(=O)c1cc(-c2ccco2)on1	i	1	i	0	i	-2	i	i	-14	i	-4

In a second layout: entries from further up.
CCN1CCN(CCNC(=O)CS(=O)(=O)Cc2nc(-c3ccc(C)cc3)oc2C)CC1
  PolyA inh: i	HDAC3 inh: 2	KCNQ1 pot: i	GSK3A inh: 1	KCNQ1 inh: i	hERG rescue: -8	KCNK9 inh: i	RGS4 act: i	GSK3B inh: 2	KCNK3 block: i	Dyrk1A ADPGlo: -1

O=c1c([N+](=O)[O-])c(N2CCCCC2)c2ccccc2n1-c1ccccc1
  PolyA inh: i	HDAC3 inh: 10	KCNQ1 pot: i	GSK3A inh: -4	KCNQ1 inh: i	hERG rescue: 1	KCNK9 inh: i	RGS4 act: i	GSK3B inh: 1	KCNK3 block: i	Dyrk1A ADPGlo: 3

Fc1ccc(NC(=S)N2CCN(c3ncccn3)CC2)cc1
  PolyA inh: i	HDAC3 inh: -4	KCNQ1 pot: i	GSK3A inh: 1	KCNQ1 inh: i	hERG rescue: -4	KCNK9 inh: i	RGS4 act: i	GSK3B inh: 1	KCNK3 block: i	Dyrk1A ADPGlo: -1

Cc1ccccc1NC(=O)C(C)O/N=C/c1cccc([N+](=O)[O-])c1 (stereo unspecified)
  PolyA inh: i	HDAC3 inh: 5	KCNQ1 pot: i	GSK3A inh: -5	KCNQ1 inh: i	hERG rescue: -4	KCNK9 inh: i	RGS4 act: i	GSK3B inh: -1	KCNK3 block: i	Dyrk1A ADPGlo: -3

Bioassay records as filed in PubChem BioAssay.
